# 4MU fluor = compounds fluorescent in 4-MU spectral region. compound autofluorescence, 340/450 nm, 4-MU equivalents; stronger effect = higher value. max dye-equivalent concentration, M. 59,000 tested, 11% active; in the data active means max dye-equivalent concentration above about 10 nM; inconclusive means mostly about 1.1 nM to 9.6 nM
#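 Compounds in 100 mM Tris, pH 8.0, incubated 15 min at room temperature, then fluorescence read at 340 nm excitation/450 nm emission. Signal converted to 4-MU dye-equivalent concentration using an on-plate six-point 4-MU standard curve.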
# A350 fluor = A350 region autofluorescence; Compound autofluorescence, 340/450 nm, Alexa 350 dye-equivalents; stronger effect = higher value; max dye-equivalent concentration, M; 59,000 tested, 11% active; AID 590; in the data active means max dye-equivalent concentration above about 10 nM; inconclusive means mostly about 1.1 nM to 9.6 nM
# UbGFP stabilizer = inhibits proteasome, raising ubiquitin-GFP reporter fluorescence; Potency, µM (titrated, usually from 45.9 µM), for the others: top-dose activation (GFP accumulation), most hits filed as activators; 67,000 tested, under 10 active; AID 526; Ubiquitin-GFP reporter cells, proteasome inhibition, GFP fluorescence; response scale: untreated = 0%, 10 µM MG-132 = 100%; active means well fitted activation curve with a large enough effect, not every such curve was filed as active; inconclusive means small, poorly fitted or top-dose-only effect, or another doubt; inactive means no such curve, though single readings can be large or run the other way; further: potency means the concentration at half of the fitted maximal effect
#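 Proteasome blockade was scored as a rise in GFP-expressing U2OS cells carrying a ubiquitin(G76V)-GFP construct, imaged after 4 hr compound treatment at 37 °C across a 46 uM–2.9 nM series.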
# HBB splice mod = modulators of hemoglobin beta chain splicing; HBB splicing reporter cell assay, activation; EGFP reporter with mutant IVS2-654 intron; response scale: normalised to 500 nM splice-correcting PNA; Potency, µM (series often up to 46.1 µM), without a hit: at the highest dose activation, actives largely listed as activators; 65,000 tested, 0.06% active; AID 925; further: potency means the concentration at half of the fitted maximal effect; 0% is about no effect
#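 HeLa cells stably expressing EGFP interrupted by mutant beta-globin intron 2 (IVS2-654), 500/well in 2% FCS. Treated with compound for 2 days at 37C. Splicing correction scored as total well GFP intensity (488 nm excitation, 500-520 nm emission); 500 nM antisense PNA served as control.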
# 15-hLO inh = blocks human 15-lipoxygenase activity. purified 15hLO-1, xylenol orange hydroperoxide absorbance. AID 887. 74,000 tested, 1.4% active. Potency, µM (series often up to 57.1 µM), for inactives: top-dose activity change, negative = inhibition, hits mostly inhibitors; further: potency means the concentration at half of the fitted maximal effect; on the % scale 0 is the no-effect control and ±100 the full control effect; nearly all actives have a fitted effect of over 55% in size
# Target sequence (P16050 whole entry, looked up): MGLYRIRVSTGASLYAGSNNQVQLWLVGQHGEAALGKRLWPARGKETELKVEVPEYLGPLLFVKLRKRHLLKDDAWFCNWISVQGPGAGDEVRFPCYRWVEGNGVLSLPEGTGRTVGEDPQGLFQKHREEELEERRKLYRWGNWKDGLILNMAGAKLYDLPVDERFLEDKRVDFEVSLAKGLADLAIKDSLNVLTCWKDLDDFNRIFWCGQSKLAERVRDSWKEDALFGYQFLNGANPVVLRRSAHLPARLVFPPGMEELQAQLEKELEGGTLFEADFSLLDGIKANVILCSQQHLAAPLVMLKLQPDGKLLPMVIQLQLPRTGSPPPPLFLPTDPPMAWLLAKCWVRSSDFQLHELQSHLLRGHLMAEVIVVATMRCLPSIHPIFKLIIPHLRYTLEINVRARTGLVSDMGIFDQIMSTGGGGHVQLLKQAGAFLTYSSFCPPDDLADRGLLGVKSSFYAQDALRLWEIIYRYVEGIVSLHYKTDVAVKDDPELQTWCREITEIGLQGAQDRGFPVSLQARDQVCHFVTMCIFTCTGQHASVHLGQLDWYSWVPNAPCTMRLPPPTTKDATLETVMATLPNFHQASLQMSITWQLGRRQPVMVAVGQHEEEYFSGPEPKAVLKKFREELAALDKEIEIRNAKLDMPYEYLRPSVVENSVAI
#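 Purified human 15hLO-1 (40 nM) in 25 mM Hepes pH 7.5, 0.01% Triton X-100, preincubated 15 min RT with compound, then 50 uM arachidonic acid for 6 min. Hydroperoxide read by ferrous/xylenol orange, 30 min; 573/405 nm absorbance ratio gave progress.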
# CRE Fsk mod = modulators of forskolin-stimulated CRE signaling in CHO cells | CHO CRE-bla reporter (cAMP response element driving beta-lactamase), forskolin EC10, beta-lactamase ratio | Potency, µM (highest dose often 38.2 µM), inactives show at the highest dose activity change, negative = inhibition, most hits filed as activators | 71,000 tested, 2.5% active | AID 662; active means well fitted activation curve with a large enough effect in the signal ratio, with a control signal flat, not every such curve was filed as active; inconclusive means small, poorly fitted or top-dose-only effect, or effect the other way, or a change in a side signal; the % refers to the signal ratio; further: potency means the concentration at half of the fitted maximal effect; % of control where 0% means no effect
#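 CRE-bla CHO cells stimulated with EC10 NKH 477 (water-soluble forskolin) and compound titrations, 3 h at 37C; beta-lactamase read with CCF4 after 2 h at room temperature. Activity from 460/530 nm emission ratio, AC50 values for positive or negative modulation.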
# GFP derepression = epigenetic modulators derepressing GFP locus in mouse cells; mouse C127i GFP locus derepression, cytometry, 30 h; Potency, µM (doses to about 46.1 µM), inactives show at the highest dose GFP derepression (activation); 68,000 tested, 0.09% active; AID 597; further: % of control where 0% means no effect
#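 Locus derepression in mouse mammary C127i cells whose integrated CMV-GFP reporter is normally silent; GFP expression after 30 h compound treatment was quantified by counting fluorescent cells.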
# Hsp90 Hop PPI = changes Hsp90-Hop TPR2A binding signal, up or down | AlphaScreen TPR2A-His6 binding biotin-Hsp90 C-terminal peptide | Potency, µM (top dose mostly 57 µM), inactives show at the top dose activity change, negative = inhibition | 71,000 tested, 0.44% active; active means well fitted curve in either direction with a large enough effect; inconclusive means small, poorly fitted or top-dose-only effect, or another doubt; further: potency means the concentration at half of the fitted maximal effect; on the % scale 0 is the no-effect control and ±100 the full control effect; many of its hits are not listed in these tables
# Pol III holo inh = blocks replication by bacterial DNA polymerase III holoenzyme; reconstituted DNA polymerase III holoenzyme replication, biochemical; Potency, µM (titrated, usually from 57.1 µM), for the others: at the highest dose activity change, negative = inhibition; 71,000 tested, 0.25% active; AID 603; further: potency means the concentration at half of the fitted maximal effect; on the % scale 0 is the no-effect control and ±100 the full control effect
#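 Reconstituted *E. coli* holoenzyme (0.35 nM Pol III, 1 nM beta, 154 nM SSB, 2 nM primase) was preincubated with compound for 15 min at RT. Synthesis on 1.4 nM ssM13Gori ran 35 min, then was stopped with PicoGreen/EDTA and read as dsDNA fluorescence.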
# BRCT inh green = inhibitors of human BRCA1 BRCT-phosphoprotein interaction (green fluorophore); AID 875; Potency, µM (series often up to 76.9 µM), for inactives: top-dose activity change, negative = inhibition, most hits filed as inhibitors; 75,000 tested, 0.05% active; BRCA1 BRCT-phosphopeptide binding, green fluorescence polarization; P38398;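 further: potency means the concentration at half of the fitted maximal effect; plate controls were peptide without protein for full effect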
#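 Compounds were incubated for 12 min at room temperature with a complex of 100 nM fluorescein-tagged pBACH1 decapeptide and 250 nM His-tagged BRCT protein. Buffer was phosphate pH 7.3 with EDTA, DTT and Tween 20. Disruption of binding lowers the polarization signal.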
# BRCT inh red = BRCT-phosphoprotein interaction inhibition (red fluorophore) | P38398 | AID 892 | 75,000 tested, 0.03% active | Potency, µM (top dose mostly 76.9 µM), inactives show at the top dose activity change, negative = inhibition, actives largely listed as inhibitors | BRCT-phosphopeptide binding, red fluorescence polarization; further: on the % scale 0 is the no-effect control and ±100 the full control effect
#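 Fluorescence polarization: 100 nM His-tagged BRCA1 BRCT with 100 nM TAMRA-labelled phospho-BACH1 decapeptide, phosphate buffer pH 7.3 with 150 mM NaCl, DTT, 0.01% Tween 20; 12 min RT. Binding inhibition seen as FP decrease.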
# Starred values were filed as active, the others as inactive; i = inactive; ? = inconclusive; . = no result given; [ ] = remark or other dose. Unless noted, the call rests on the fitted dose curve; in most records, active means well fitted curve in the direction sought with a large enough effect; inconclusive means small, poorly fitted or top-dose-only effect, or another doubt; inactive means no such curve, though single readings can be large; an effect the other way counts as inactive or inconclusive.
structure	4MU fluor	A350 fluor	UbGFP stabilizer	HBB splice mod	15-hLO inh	CRE Fsk mod	GFP derepression	Hsp90 Hop PPI	Pol III holo inh	BRCT inh green	BRCT inh red
CC(C)CCn1cnc2c(cnn2-c2ccc(Cl)cc2)c1=O	i	i	-14%	-1.4%	5%	5%	-2%	-3%	3%	-1.3%	-0.4%
COc1cc(CC(=O)Nc2nccs2)cc(OC)c1OC	i	i	2%	-3.3%	10%	?	-2%	-3%	-2%	0.7%	0.4%
O=C(CSc1ccccn1)Nc1ccc(Br)cn1	i	i	-4%	-1.3%	-7%	-9%	0%	5%	-4%	-0.5%	1.3%
CCOC(=O)CN1C(=O)c2ccccc2C1=O	i	i	0%	-1.1%	9%	3%	0%	0%	-2%	0.6%	-0.8%
O=C(c1cnn2cccnc12)N1CCN(c2ccccc2)CC1	i	i	4%	0.0%	7%	2%	-3%	-4%	-8%	-0.8%	1.0%
COc1ccc(CNn2c(C)nc3ccccc3c2=O)cc1	i	i	12%	-2.4%	3%	?	-4%	-4%	-1%	-2.0%	-1.1%
Cc1ccc(C)c(N2CCN(C(=O)c3ccc(NS(=O)(=O)c4c(C)noc4C)cc3)CC2)c1	i	i	4%	-1.0%	-13%	?	4%	-5%	2%	1.7%	-1.8%
COc1ccc(C2CC(c3c(O)cc(C)oc3=O)=NCCS2)c(OC)c1 (configuration not stated)	.	.	?	-0.3%[0.0738 µM]	?	?	-4%	-25%[11 µM]	-11%[11.4 µM]	3.6%	-1.3%
COc1ccccc1-n1c(SCC(N)=O)nnc1-c1ccc(S(=O)(=O)N2CCCCC2)cc1	i	i	4%	-3.1%	-3%	1%	0%	-8%	-6%	1.6%	-7.3%
CCOC(=O)CSc1nc2c(sc3ccccc32)c(=O)n1CCCN1CCOCC1	2.3e-08M*	2e-08M*	-12%	-3.9%	-14%	?	0%	-6%	-4%	3.7%	-0.4%
O=C(c1cccc(N2C(=O)C3CC=CCC3C2=O)c1)N1CCN(c2ccccc2)CC1 (configuration not stated)	i	i	12%	-0.3%	-2%	-9%	4%	-6%	1%	1.0%	-1.8%
COc1ccc(CN(CCN2CCOCC2)C(=O)c2c(F)cccc2F)cc1OC	i	i	0%	.	-2%	?	2%	1%	-2%	-0.6%	0.9%
COC(=O)C(C)n1cnc2c(nnn2-c2ccc(OC)cc2)c1=O (configuration not stated)	i	i	3%	2.2%[1.84 µM]	-6%	15%	0%	3%	3%	-2.9%	1.7%
CCOC(=O)N1CCN(C(=O)c2ccc(CNS(=O)(=O)c3ccc(C)cc3)cc2)CC1	i	i	7%	-2.3%	11%	?	1%	-2%	-3%	-8.8%	-1.5%
O=C(NCc1cccs1)C1CCN(S(=O)(=O)c2cccc3cccnc23)CC1	.	.	10%	0.0%	4%	-7%	-2%	-2%	1%	-1.3%	-0.5%
COc1ccc(OC)c(-c2cc(C(=O)Nc3cc(C)n(Cc4ccc(Cl)cc4)n3)no2)c1	1e-07M*	9.1e-08M*	-7%	-0.9%	-21%	-1%	3%	2%	-13%	1.5%	-1.4%
CN1CCCN(Cc2ccccc2C(F)(F)F)CC1	.	.	-9%[9.17 µM]	-0.6%[0.0738 µM]	-12%[11.4 µM]	?	-2%	-7%[11 µM]	-3%[11.4 µM]	0.0%	0.5%
CCOc1ccccc1C(=O)N1CCN(c2cccc(Cl)c2)CC1	i	i	-1%	-0.8%	-8%	10%	3%	-8%	-12%	-1.4%	0.9%
CCOC(=O)CSC1=C(C#N)C(c2ccccc2OCC)C(C#N)C(=O)N1 (configuration not stated)	i	i	-1%	.	-8%	?	-3%	-4%	-4%	-0.8%	1.0%
Cc1cc(N2CCC(C(=O)NC3CC3)CC2)nc(-c2ccccc2)n1	i	i	0%	-0.2%[57.5 µM]	5%	0%	2%	-3%	-3%	0.3%	-1.0%
O=C1CCCC2=C1C(c1ccco1)Nc1ccc(C(=O)c3ccccc3)cc1N2 (configuration not stated)	.	.	6%	4.8%	2.5µM*	?	-3%	?	-16%	-2.6%	-4.5%
CCOC(=O)N1CCN(Cc2oc(CO)cc(=O)c2O)CC1	i	i	2%	-3.7%	8%	?	1%	-3%	-13%	1.9%	1.4%
N#Cc1nc(-c2ccc(OCc3ccc(Cl)cc3)cc2)oc1NCCCn1ccnc1	i	i	-2%	-2.9%[0.369 µM]	22%	11%	2%	-3%	-4%	-4.8%	-1.6%
CCN=C1Cn2c(nc3scc(-c4ccccc4)c3c2=O)CN1CC	4.9e-08M*	6.9e-08M*	-2%	-3.1%	-2%	-14%	5%	-8%	-8%	6.9%	-0.4%
CCCn1nnnc1SCC(=O)c1ccc(NC(C)=O)cc1	i	i	2%	.	-3%	-1%	-1%	-4%	-3%	-1.5%	-1.1%
CCOCCCNC(=O)c1ccc2c(c1)N(Cc1ccccc1)C(=O)CS2=O (configuration not stated)	.	.	0%	-0.1%	-12%	0%	0%	-2%	-1%	-3.0%	-0.5%
COc1ccc(C(C)=O)c(OC(=O)c2ccc(OC)c(OC)c2)c1	i	i	0%	0.9%	1%	?	2%	-3%	1%	-0.2%	1.0%
COCCCN1C(=O)c2[nH]nc(-c3ccccc3O)c2C1c1cccc(Cl)c1 (configuration not stated)	i	i	-2%	4.2%[0.369 µM]	-19%	?	4%	-3%	0%	-3.4%	-0.1%
COc1ccc(C(=O)Nn2c(C3CCC3)nc3ccccc3c2=O)c(OC)c1	i	i	-6%	.	-1%	3%	-2%	-4%	1%	-1.3%	-1.2%
COCC(C)NC(=O)c1cc(-c2ccccc2OC)on1 (configuration not stated)	i	i	14%	6.2%	1%	9%	1%	2%	-2%	-0.5%	-0.9%
O=C(O)CC(CC(=O)Nc1nncs1)c1ccccc1 (configuration not stated)	i	i	8%	-2.6%	5%	-15%	0%	0%	-2%	-0.2%	-0.6%
O=C(O)C1CC=CCC1C(=O)Nc1cccc(F)c1 (configuration not stated)	.	.	-9%	2.4%	1%	3%	0%	-2%	-19%	-0.8%	-1.5%
CCOc1cccc(NC(=O)C2CC(=O)N(C)C(=Nc3ccccc3)S2)c1 (configuration not stated)	i	i	-3%	1.7%	?	?	-2%	8%	1%	0.6%	-0.3%
Cc1ccc2[nH]c(=O)c(CN(CCCO)S(=O)(=O)c3c(C)ccc4nsnc34)cc2c1	i	i	3%	.	-17%	-3%	0%	1%	1%	-1.6%	-1.5%
Nc1c(NCCC2=CCCCC2)c(=O)[nH]c(=O)n1Cc1ccccc1	?	?	2%	-0.1%[57.5 µM]	?	?	2%	-6%	-1%	-0.2%	0.3%
O=c1c2ccccc2nc2c3ccccc3c(N3CCOCC3)nn12	3.6e-08M*	3.7e-08M*	5%	-1.1%	7%	?	2%	-1%	-8%	-0.2%	-2.1%
Cc1[nH]c(=O)[nH]c(=O)c1S(=O)(=O)NCCc1ccc(S(N)(=O)=O)cc1	i	i	-5%	-0.5%	5%	8%	4%	0%	-2%	-1.2%	-1.9%
CCOC(=O)C1(C)NC(c2ccc(N(C)C)cc2)C2C(=O)N(c3ccc(OC)cc3)C(=O)C21 (configuration not stated)	?	?	-5%	-2.0%	-14%	2%	-2%	-10%	-1%	-0.7%	-2.0%
Cc1ccccc1NC(=O)CCN1CCN(C/C=C/c2ccccc2)CC1	.	.	17%	-0.8%	8%	-1%	2%	-6%	-5%	1.5%	-0.6%
CC(C)CCNC(=O)C(C)N(Cc1ccc(F)cc1)C(=O)c1ccc(CN2CCCCC2)o1 (configuration not stated)	i	i	0%	.	10%	-6%	-3%	-5%	-5%	0.4%	-0.3%
CN(C)C(=O)c1ccc(-c2cncnc2NCc2cccnc2)cc1	i	i	8%	0.7%	18%	10%	0%[9.22 µM]	2%	-1%	-0.1%	-0.7%
CCCS(=O)(=O)N1CCN(Cc2ccncc2)CC1	i	i	-1%	-1.0%	-26%	2%	-2%	?	3%	-1.0%	2.4%

# Quoted from the listing.
# Entry for `CC(C)CCn1cnc2c(cnn2-c2ccc(Cl)cc2)c1=O` under 15-hLO inh: 5%
# Entry for `Cc1ccc2[nH]c(=O)c(CN(CCCO)S(=O)(=O)c3c(C)ccc4nsnc34)cc2c1` under Pol III holo inh: 1%

# Compound activity (PubChem BioAssay)
